High-throughput results: PubChem BioAssay, Broad Institute
DENV2 CPE rescue: protects cells from dengue virus 2 cytopathic effect | DENV2-infected cells, cytopathic effect rescue, plate reader | 1.7% of 350,000 active | AID 651640 | CPE inhibition, % at 9.99 µM; in the data active means CPE inhibition above about 20%, passing the limit was not always enough; inconclusive means no clear call, values can overlap the other calls; tested in BHK-21 cells;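 further: 0% = median of neutral control wells and 100% = median of positive control wells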
PAX8 inh HTS: inhibitors of PAX8 transcriptional activity in RMG-I cells. RMG-I TPO-luciferase reporter, SteadyGlo, 24 h. inhibition, % at 12.6 µM. AID 652154. 1.2% of 360,000 active;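 active means mean replicate inhibition at least 60% with every replicate also reaching 60%; inconclusive means only one of the two criteria is met; inactive means mean below 60% and not all replicates reaching 60%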;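 further: luciferase light reporting Pax8 driven TPO promoter activity; plate controls were median of neutral control wells for no effect and mitoxantrone controls for full effect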
F508del corr: CFTR F508del correction in bronchial cells; CFBE cells, YFP halide quenching; stimulated with forskolin plus potentiator P3; % fluorescence drop versus neutral controls; AID 720511; 0.36% of 350,000 active; activity (quench increase), % at 7.58 µM;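 active means mean added fluorescence quench of at least 8% versus neutral control, with both replicates also reaching 8%; inconclusive means only one of the mean or replicate conditions met; inactive means mean below 8% and not both replicates reaching 8%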;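 further: cells transiently co-express mutant CFTR-F508del with the halide-sensitive YFP; corrector assay measuring rescue of mutant channel to the surface after 24 h compound exposure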
EWS-Fli inh: EWS/Fli transcriptional activity inhibition; 0.67% of 350,000 active; inhibition, % at 12.6 µM; AID 651661; A673 NR0B1-luciferase reporter, viability-normalised;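 active means mean inhibition of at least 50% after viability correction, with every replicate also passing that limit; inconclusive means mean reaches 50% but only one of two replicates passes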;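 further: firefly luciferase signal divided by Alamar Blue viability fluorescence both relative to DMSO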
miR-122 sensor: inhibitors of miR-122 in Huh7 cells | 0.3% of 340,000 active | Huh7 miR-122 Renilla luciferase sensor, 48 h; neutral wells = 0, positive control = 100 | activation (reporter increase), % at 12.5 µM;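 active means mean replicate activation score at least 90 and every replicate individually at or above 90; inconclusive means only one of the two criteria met; inactive means neither criterion met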;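 further: higher luciferase means less miR-122 activity so hits act as miR-122 inhibitors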
INS-1E GSIS act: GLuc luminescence reporter in INS-1E cells, primary screen for activators of glucose-dependent secretion of insulin; activation, % at 16.6 µM; INS-1E GLuc reporter insulin secretion, 2-3 h; 0.61% of 370,000 active;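 active means lowest replicate activation of at least 40%, so every replicate reaches that level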;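 further: 0% = median of neutral control wells and 100% = median of IBMX positive control wells; some compounds called inactive have numbers as strong as hits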
FN deposition inh: fibronectin deposition inhibition. inhibition, % at 12.6 µM. 0.086% of 350,000 active. AH1F fibroblasts, Alexa488-fibronectin deposition fluorescence, overnight. AID 743247;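 active means mean inhibition across replicates of 30% or more, regardless of how many single replicates reach that level; inconclusive means mean under 30% yet at least half of replicates reach 30%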;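 further: positive control wells lacked labelled fibronectin entirely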
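Assay system: AH1F fibroblast monolayer, labelled fibronectin deposition. Amount: 10000 cells per well. Also added: labelled fibronectin 24 nM. Compound: single-point pinned compound. Incubation: cell attachment 1 h, compound and FN exposure overnight. Detection: fluorescence after three HBSS washes, excitation 485 nm, emission 525 nm. Read-out: inhibition of fibronectin deposition signal.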
* marks the source's active call; other numbers are inactive results; ? = inconclusive; · = not tested or not shown; [ ] = dose if it differs, or a comment.

SMILES	DENV2 CPE rescue	PAX8 inh HTS	F508del corr	EWS-Fli inh	miR-122 sensor	INS-1E GSIS act	FN deposition inh
O=C(C[C@@H]1CC[C@H](NC(=O)c2ccc3c(c2)OCO3)[C@@H](CO)O1)NCc1ccc(Oc2ccccc2)cc1	-8	·	2.8	·	·	-2	1
C[C@@H]1CN([C@@H](C)CO)C(=O)c2ccccc2-c2ccccc2CO[C@H]1CN(C)S(=O)(=O)c1ccc([N+](=O)[O-])cc1	10	20	4.0	24	·	6	-35
CC(=O)N1C(=O)NC2=C(C(=O)CCC2)C1c1cccc([N+](=O)[O-])c1 (centres undefined)	1	4	-4.1	5	1	6	-2
O=C(COC(=O)CC1c2ccccc2CCN1S(=O)(=O)c1ccccc1)Nc1ccccc1 (centres undefined)	4	-5	·	2	·	-28	7
CCOC(=O)CC1(C)Sc2ccccc2N1S(=O)(=O)c1ccc(C)cc1 (centres undefined)	63*	2	-1.5	8	·	-10	6
OC[C@H]1O[C@H](OC[C@H]2O[C@H](OC[C@H]3O[C@H](O[C@]4(CO)O[C@H](CO)[C@@H](O)[C@@H]4O)[C@H](O)[C@@H](O)[C@@H]3O)[C@H](O)[C@@H](O)[C@H]2O)[C@H](O)[C@@H](O)[C@H]1O	-3	-8	-4.0	4	1	10	·
CCN1C(C)=C(C)S/C1=C1\SC(=S)N(C2CCCCC2)C1=O	13	-4	1.1	8	·	4	7
C[C@H]1CCCCO[C@@H](CN(C)Cc2ccncc2)[C@@H](C)CN([C@@H](C)CO)C(=O)c2cc(NC(=O)c3ccncc3)ccc2O1	4	4	-2.3	·	0[16.7 µM]	19	-5
Cc1nc(C(=O)Nc2cccc(Cl)c2)nn1-c1cc(OC(C)C)c(Cl)cc1Cl	·	-8	·	·	-2	-6	3
COc1ccc(/C(C)=N/NC(=O)c2ccncc2)cc1[N+](=O)[O-]	-1	10	-1.9	24	4	2	10
C[C@H](CO)N1C[C@H](C)[C@@H](CN(C)Cc2ccc(Cl)c(Cl)c2)Oc2ccc(NC(=O)Nc3cccc4ccccc34)cc2CC1=O	2	·	5.7	10	-12[16.7 µM]	-1	·
CCc1c(O)nc(SC2CC(=O)N(c3ccc(F)c(Cl)c3)C2=O)[nH]c1=O (centres undefined)	0	12	-0.1	9	0	-21	-10
NS(=O)(=O)c1ccc(NC(=O)c2ccc3c(c2)OCO3)cc1	?	-33	5.2	-28	-2	10	-2
COCC(=O)Nc1ccc(N(C)C)cc1	·	-9	·	·	-5	·	6
N#CC(C#N)=Cc1cccn1-c1ccc(S(N)(=O)=O)cc1	2	-9	2.1	7	·	5	-10
FC(F)(F)c1cccc(-c2cc3nc(NCCCn4ccnc4)ccn3n2)c1	-3	-19	-0.1	-28	0	-14	15
O=C(CCNS(=O)(=O)c1ccccc1C(F)(F)F)N1CCN(C(c2ccccc2)c2ccccc2)CC1	92*	?	-0.3	14	-6	-6	2
CNC(=S)N/N=C(\C)c1cccc([N+](=O)[O-])c1	?	1	-0.2	7	·	10	3
CCCC#Cc1cnc2c(c1)C(=O)N([C@@H](C)CO)C[C@@H](C)[C@H](CN(C)Cc1ccc(F)cc1)O2	4	·	-3.2	13	1[16.7 µM]	-24	9
C[C@H]1CCCCO[C@H](CN(C)CC2CCCCC2)[C@@H](C)CN([C@@H](C)CO)C(=O)c2cc(NS(=O)(=O)c3ccc(Cl)cc3)ccc2O1	-17	69*	2.6	62*	-28[16.7 µM]	-7	·
CCOCCCNC(=O)c1ccc(/C=C2\Oc3ccccc3N(C)C2=O)cc1	-3	-75	-2.6	-17	·	0	-3
COc1ccccc1C#Cc1ccc2c(c1)O[C@@H](CN(C)Cc1ccncc1)[C@@H](C)CN([C@@H](C)CO)S2(=O)=O	?	32	3.0	20	-7[16.7 µM]	-23	·
COc1cccc(-c2ccc3c(c2)[C@H]2[C@H](CCN2S(=O)(=O)c2ccccc2C)[C@@H](CO)N3)c1	8	17	6.7	5	97*[16.7 µM]	2	-5
O=C(Nc1cccc(-c2cn3ccccc3n2)c1)c1cnccn1	·	-61	·	·	-1	·	2
Cc1nn(-c2ccccc2)c(N2CCCC2)c1/C=N/Nc1ccc(S(N)(=O)=O)cc1[N+](=O)[O-]	6	22	·	-3	·	·	8
COCCOC(=O)c1c(NC(=O)CN2CCc3ccccc32)sc(C(N)=O)c1C	0	30	2.1	3	8	11	-4
Cc1ccc(NC(=O)CO/N=C/c2ccc(N(C)C)cc2)cc1	1	-15	0.4	1	·	-4	·
Cc1ccc(C23CC4CC(CC(C(=O)N5CCN(C)CC5)(C4)C2)C3)cc1	3	16	-2.4	14	·	-24	-3
COc1cc2c(cc1OC)CN(c1nc(-c3cccnc3)nc3ccccc13)CC2	·	3	0.0	13	5	7	·
CCN(CC)c1ccc(C=C2C(=O)OC3(CCCC3)OC2=O)cc1	·	-1	·	·	-2	0	10
CC(=O)N(C(C)=O)N1C(=O)c2cccc3c(N4CCOCC4)ccc(c23)C1=O	14	-13	5.9	9	·	-26	4
O=C(c1cn[nH]c1)N1CCc2c([nH]c3ccccc23)C1c1c(F)cccc1Cl (centres undefined)	-1	47	-1.4	18	-3	-27	3
O=C(NNC(=O)c1cc(Cl)ccc1O)c1cccs1	7	-42	-0.2	-18	·	11	6
C[C@H](O)Cc1cn(-c2cc3cc(C#Cc4ccsc4)ccc3oc2=O)nn1	2	19	0.6	4	0	-1	13
Cc1ccccc1C(=O)c1cccn1CC(=O)NCCCN1CC(C)CC(C)C1 (centres undefined)	0	0	-4.2	3	·	2	-5
Cc1ccccc1-c1ccc2c(c1)O[C@@H](CN(C)C(=O)c1ccccn1)[C@H](C)CN([C@H](C)CO)S2(=O)=O	-6	11	0.9	1	2[16.7 µM]	6	-4
COc1ccc(CCN2C(=O)C(Oc3ccccc3C)C2c2ccc3c(c2)OCO3)cc1 (centres undefined)	?	24	2.9	5	14	-8	-5
CC(C)C[C@H]1COc2c(Cl)cccc2S(=O)(=O)N1	13	-25	0.2	1	·	-6	-2
O=C(CSc1ccccn1)N1CCCC(Nc2ccccc2)C1 (centres undefined)	0	-6	4.4	6	2	11	0
COCCn1cnnc1SCC(=O)Nc1sc2c(c1C#N)CCC2	-5	1	-1.6	12	4	-12	2
CCN(CC(=O)Nc1ccccc1C(F)(F)F)C(=O)c1ccc2[nH]c3c(c2c1)CC(C)CC3 (centres undefined)	2	8	-2.5	-18	·	-6	1
COc1cc(/C=C/C(=O)OCC(=O)NCC2CCCCC2)ccc1O	-5	3	-1.5	18	·	3	14
Cc1cc([N+](=O)[O-])nn1CC(=O)N/N=C/c1ccccc1O	6	-2	-3.2	-10	-5	20	13
COc1ccc(CC(=O)O/N=C(\N)Cc2cccc3ccccc23)cc1OC	-8	13	·	-11	·	·	6
COc1cccc(CNCCN2CCOCC2)c1OC	·	-16	·	·	4	·	11
O=C(COc1ccc(Cl)cc1Cl)OCC(=O)c1ccc[nH]1	-4	-17	-3.5	10	·	-2	2
COC1C(CO)OC(n2cnc3c(=S)nc(N)[nH]c32)C1O (centres undefined)	-1	5	0.7	7	·	·	-6
COc1ccc(S(=O)(=O)Nc2ccc3c(c2)CC(=O)N([C@@H](C)CO)C[C@H](C)[C@H](CN(C)S(=O)(=O)c2ccc(F)cc2)O3)cc1	14	-4	-0.4	2	-8[16.7 µM]	-11	·
Cc1cccc(NC(=S)N(Cc2cccc(Br)c2)CC2CCC(C(=O)O)CC2)c1 (centres undefined)	-2	13	1.7	2	1	0	2
O=C(Nc1ccc2c(c1)[C@H]1C[C@H](CC(=O)N3CCCCC3)O[C@@H](CO)[C@H]1O2)C1CCOCC1	-3	-7	0.8	-3	11[16.7 µM]	5	·
CCc1nnc(NC(=O)Cc2ccc(OC)c(S(=O)(=O)N3CCOCC3)c2)s1	-4	14	4.9	-14	3	11	-5
CC1(C)CC(=O)c2cnc(N3CCc4ccccc43)nc2C1	8	-171	-0.2	-64	·	20	-16
Clc1ccc(C(c2nnnn2C2CCCC2)N2CCN(c3nc4ccccc4s3)CC2)cc1 (centres undefined)	·	5	·	·	14	-8	10
CC(C)N(Cc1nc(-c2ccccc2)no1)C(=O)Cc1ccccc1	0	16	-2.9	0	14	-10	5
COc1ccc(S(=O)(=O)Nc2ccc3c(c2)n(C)c(=O)n3C)cc1OC	0	1	0.9	·	51	1	-18
Cc1cc(Cl)c(OCCCCN2CCOCC2)c(Br)c1	?	6	0.6	1	3	10	-8
COCCNC(=O)C[C@H]1CC[C@@H](NC(=O)NC2CCCC2)[C@H](CO)O1	-13	-10	-1.3	4	-14[16.7 µM]	-6	9
CN1CCN(c2cc(N3CCc4ccccc4C3)c(F)cc2[N+](=O)[O-])CC1	·	-16	·	·	·	3	-3
CCNC(=S)N1CCn2c(nc3ccccc32)C1	·	13	·	·	-10	-4	3
CC1(C(=O)NS(=O)(=O)c2cccc(C#N)c2)CCN1C(=O)c1ccc(C2CCCCC2)cc1 (centres undefined)	4	-6	4.8	6	2	-2	-8

In the list so far, these contain an aryl thioether with sulfur outside any ring:
SMILES	DENV2 CPE rescue	PAX8 inh HTS	F508del corr	EWS-Fli inh	miR-122 sensor	INS-1E GSIS act	FN deposition inh
CCc1c(O)nc(SC2CC(=O)N(c3ccc(F)c(Cl)c3)C2=O)[nH]c1=O (centres undefined)	0	12	-0.1	9	0	-21	-10
O=C(CSc1ccccn1)N1CCCC(Nc2ccccc2)C1 (centres undefined)	0	-6	4.4	6	2	11	0
COCCn1cnnc1SCC(=O)Nc1sc2c(c1C#N)CCC2	-5	1	-1.6	12	4	-12	2

(continued)
SMILES	DENV2 CPE rescue	PAX8 inh HTS	F508del corr	EWS-Fli inh	miR-122 sensor	INS-1E GSIS act	FN deposition inh
N#Cc1ccc(N2C(=O)[C@@H]3C(C(=O)c4cnccn4)=NN[C@@H]3C2=O)cc1	5	-5	-1.1	2	7	1	7
COc1cc(NC(=S)N2CCCC(CO)C2)c(OC)cc1Cl (centres undefined)	5	9	-1.7	2	·	-4	9
CCC(=O)Oc1ccc2c(=O)c(-c3ccc4ccccc4n3)c(CC)oc2c1C	·	-39	·	·	·	3	-7
C[C@@H]1CN([C@H](C)CO)C(=O)Cc2cc(NS(=O)(=O)c3cn(C)cn3)ccc2O[C@@H]1CN(C)C(=O)Nc1ccc2c(c1)OCO2	18	-9	-4.3	2	12[16.7 µM]	16	·
COC(=O)CCNCCSc1nnc(-c2ccco2)n1Cc1ccccc1	1	2	0.1	-13	-2	18	-3
O=C(O)C[C@H]1C[C@H]2c3cc(NC(=O)Nc4ccccc4F)ccc3O[C@H]2[C@@H](CO)O1	7	-11	0.5	-4	4[16.7 µM]	22	·
Cc1nnc(C)n1/N=C/c1c(O)ccc2ccccc12	2	15	-1.0	4	3	8	-2
NC(=O)CN1CCN(C2CC(=O)N(CCc3ccccc3)C2=O)CC1 (centres undefined)	1	-5	-8.0	8	5	1	1
CCCN1CCC(=O)N([C@H](CSc2ccccc2)c2ccccc2)CC1	-14	-64	4.8	-78	0	·	-3
O=C(COC(=O)C1=COCCO1)Nc1ccc(Br)cc1Br	-5	-33	2.0	-5	-6	6	2
C[C@H](NC(=O)c1nc[nH]c1C(=O)NCc1ccc(CNC(=O)OC(C)(C)C)cc1)C(=O)OCc1ccccc1	·	-17	-0.5	-8	·	-15	2
CS(=O)(=O)N1CCC(C(=O)N2CCN(C(c3ccccc3)c3ccccc3)CC2)CC1	2	-7	0.0	-2	2	9	-3
N#Cc1cc(C(=O)c2cc(Cl)ccc2O)cn(-c2ccccc2)c1=O	·	12	·	·	·	6	-2

Rows were taken by chance; overall some 3.9% were active at least once.
